Screens from PubChem.
SENP6 block = SENP6 protease inhibition. Recombinant SENP6 catalytic domain, aminoluciferin luminescence. inhibition, % at 10 µM. actives 1.8% (n = 330,000). AID 2599;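 active = inhibition above about 50% at the single tested dose, limit read from the data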;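 also: plate controls were DMSO wells with enzyme for no effect and DMSO wells lacking enzyme for full effect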
Target sequence (Q9GZR1 628-1112 limits assumed): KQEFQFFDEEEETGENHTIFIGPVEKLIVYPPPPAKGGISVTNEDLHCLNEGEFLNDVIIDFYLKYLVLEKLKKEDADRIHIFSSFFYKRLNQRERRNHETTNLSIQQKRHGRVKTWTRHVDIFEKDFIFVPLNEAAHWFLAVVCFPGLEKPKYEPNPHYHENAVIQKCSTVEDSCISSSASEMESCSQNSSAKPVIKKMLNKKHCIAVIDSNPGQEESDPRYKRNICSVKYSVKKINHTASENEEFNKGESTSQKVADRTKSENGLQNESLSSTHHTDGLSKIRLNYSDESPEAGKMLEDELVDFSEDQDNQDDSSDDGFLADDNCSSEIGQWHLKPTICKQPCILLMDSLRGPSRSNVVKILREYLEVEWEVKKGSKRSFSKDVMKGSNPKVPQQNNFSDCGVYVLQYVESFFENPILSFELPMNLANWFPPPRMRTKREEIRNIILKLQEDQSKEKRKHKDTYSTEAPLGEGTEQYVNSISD
SENP1 inh = SENP1 (human) catalytic domain inhibition. recombinant SENP1 catalytic domain, CyPet-SUMO1-YPet FRET cleavage. actives 0.21% (n = 360,000). Q9P0U3. inhibition, % at 10 µM;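 active = inhibition at least 30% at 10 µM, raw YFP signal under a set limit, fluorescence ratio 0.5 to 1.5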;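 also: 0% = enzyme with DMSO and 100% = no enzyme wells; some results filed as inactive read as strong as hits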
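Assay system – human recombinant His6-tagged SENP1 catalytic domain enzyme · Input – SENP1 enzyme, 20 pM final · Buffer or medium – Tris pH 8 buffer plus EDTA, NaCl, BME, BSA, NP40, catalase · Schedule – 50 min reaction at room temperature · Technique – FRET read of cyan and yellow fluorescence · Control set – no-enzyme wells low, DMSO-plus-enzyme wells high control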
SENP8 block-1 = blocks human SENP8 cleavage of Nedd8 substrate. AID 602440. actives 0.64% (n = 360,000). Q96LD8. inhibition, % at 20 µM. recombinant SENP8, Nedd8 substrate fluorescence; in the data active = inhibition mostly above about 40%, no sharp cut-off; inactive = mostly below about 27%
PfG6PD inh = PfG6PD (Plasmodium falciparum) enzyme inhibition; actives 0.78% (n = 350,000); inhibition, % at 20 µM; PfGluPho enzyme, NADPH resazurin-diaphorase fluorescence;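 active = inhibition reaching at least a set limit at 20 µM in the primary screen, cut at about 59% in these data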;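 also: 0% = DMSO wells with substrate and 100% = DMSO wells lacking glucose-6-phosphate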
HKDC1 inh = HKDC1 (human) hexokinase inhibition; actives 0.16% (n = 340,000); inhibition, % at 20 µM; recombinant HKDC1, G6PDH/diaphorase resazurin coupled fluorescence; Q2TB90;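 active = inhibition above about 35% when tested at 20 µM, limit read from the data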;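 also: plate controls were DMSO wells with enzyme for no effect and DMSO wells lacking enzyme for full effect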
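Test system: HK5 enzyme. Quantity: 5 µg/mL HK5 final. Reagent: glucose and ATP substrates. Schedule: 90 min reaction incubation at room temperature, dark. Technique: resazurin-to-resorufin fluorescence via G6PDH and diaphorase coupling, 525/613 nm. Control set: DMSO wells with and without enzyme mix.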
SENP7 block = inhibitors of human SENP7 protease | recombinant SENP7, Z-RLRGG-aminoluciferin luminescence, 40 min | inhibition, % at 5 µM | actives 1.5% (n = 330,000) | AID 434973;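 active = inhibition above about 50% at the single test dose, limit read from the data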;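 also: plate controls were DMSO with enzyme for no effect and no enzyme buffer wells for full effect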
Target sequence (Q9BQF6 706-1050 limits assumed): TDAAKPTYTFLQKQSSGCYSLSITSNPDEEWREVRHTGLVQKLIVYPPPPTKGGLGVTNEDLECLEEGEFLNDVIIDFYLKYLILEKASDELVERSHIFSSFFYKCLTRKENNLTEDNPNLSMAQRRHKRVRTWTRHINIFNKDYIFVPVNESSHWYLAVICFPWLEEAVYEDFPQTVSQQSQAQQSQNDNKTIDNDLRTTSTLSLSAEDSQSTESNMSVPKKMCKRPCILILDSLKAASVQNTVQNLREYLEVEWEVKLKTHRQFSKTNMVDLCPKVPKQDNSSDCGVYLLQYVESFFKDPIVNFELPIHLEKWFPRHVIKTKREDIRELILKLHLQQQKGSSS
Apaf-1 inh = human Apaf-1 inhibition. actives 0.71% (n = 330,000). reconstituted apoptosome caspase-3 activity, DEVD-Rh110 fluorescence. inhibition, % at 20 µM. AID 489030. O14727; active = inhibition of at least 40% at 20 µM;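 also: plate controls were DMSO wells for no effect and DEVD-CHO caspase inhibitor wells for full effect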
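System: Apoptosome proteins | Medium: Hepes pH 7.5 with detergent and BSA | Also added: Cytochrome c trigger plus (Z-DEVD)2-Rh110 caspase-3 substrate | Incubation: 30 min compound preincubation, 50 min activation, room temperature | Detection: Rhodamine 110 fluorescence at Ex 480/Em 540 nm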
SENP8 block-2 = inhibitors of human SENP8 protease. AID 2540. actives 1.2% (n = 330,000). inhibition, % at 10 µM. purified SENP8, Z-RLRGG-aminoluciferin cleavage, luminescence; in the data active = inhibition above about 50%
Starred values were filed as active, the others as inactive; . = no result given.

Second line of a record: SENP6 block, HKDC1 inh, PfG6PD inh, SENP8 block-2, Apaf-1 inh, SENP8 block-1, SENP7 block, SENP1 inh
CCN(CC)S(=O)(=O)c1cccc(NC(=O)CNc2cccc(S(=O)(=O)N3CCCC3)c2)c1
  0, 1, 4, -7, -4, -9, -7, -1
CCN(CCNC(=O)Nc1ccc(Cl)cc1)c1ccccc1
  -10, 5, 11, -9, 22, 20, -13, 2
O=C(N=C1SC2CS(=O)(=O)CC2N1Cc1ccc(Cl)cc1)C1CCCO1 (stereo not drawn)
  -8, -8, -5, 0, -5, 12, -1, 1
COc1ccc(CCn2c(=N)c(C(=O)NCC3CCCO3)cc3c(=O)n4cccc(C)c4nc32)cc1OC (stereo not drawn)
  6, -8, -18, -1, -3, -36, -5, -111
CC1CCCCN1C(=O)CCS(=O)(=O)c1cccc2nonc12 (stereo not drawn)
  17, -7, -17, 5, -7, 10, 13, -2
Cn1c(=O)c2sccc2n2c(CCCC(=O)NCCc3ccccc3)nnc12
  -20, -4, -11, -9, -6, 3, -14, 2
CC(C)C(Cl)=NOC(=O)Nc1ccc(F)cc1
  ., 1, 24, ., ., -1, ., 4
CCC1=CC(c2ccccc2)n2ncnc2N1 (stereo not drawn)
  5, 0, -10, -2, -3, -498, 1, -8
CC1CCCCC12NC(=O)N(CC(=O)OCC(=O)NC(=O)c1ccccc1)C2=O (stereo not drawn)
  -5, -4, 0, 0, 2, 4, 2, 1
CCC(=O)Nc1cccc(NC(=O)c2ccc(C)c([N+](=O)[O-])c2)c1
  -3, 2, 0, -9, -7, 13, -6, 1
COc1ccc(-n2c(=O)c(CCC(=O)N(C)Cc3cccs3)nc3ccccc32)cc1
  -17, 5, 9, -12, 15, -32, 15, -1
CCOC(=O)C1C(=O)CC(O)(c2ccccc2)CC1c1ccccc1 (stereo not drawn)
  -4, -5, 1, -1, 3, 17, -4, 2
O=C(Nc1ccc(Nc2ccccc2)cc1)c1cc([N+](=O)[O-])ccc1Cl
  -16, -1, 20, 0, 17, 23, 6, 1
CN(CCN1CCOCC1)Cc1nc(-c2ccccc2)no1
  -18, -4, 7, -2, -20, 18, -1, 1
O=C(Nc1ccccc1C(=O)N1CCCCC1)NC1CCCCC1
  -9, -2, -17, -14, -4, 16, 2, 2
Cc1cccc(C(=O)Nc2sc(C)c(-c3ccccc3)c2C#N)c1
  60*, 3, 50, 24, 17, -47, 33, -25
COc1ccc(S(=O)(=O)NCC(c2ccc3c(c2)OCO3)N2CCN(C)CC2)cc1OC (stereo not drawn)
  0, -7, -10, 11, 7, 12, -2, -1
CCc1ccc(N2CC(C(=O)N3CCN(c4ccccn4)CC3)CC2=O)cc1 (stereo not drawn)
  -8, -4, -8, -13, 0, -14, -9, 2
CCOC(=O)/C(=C/C=C1\Sc2ccccc2N1CC)C(C)=O
  13, -4, 37, -5, 8, -42, -2, -26
CN(C)Cc1c(C(=O)N/N=C/c2cccc3ccccc23)nnn1-c1nonc1N
  -22, -3, 4, 2, 3, -8, 2, 3

Reprinted from the part before: 4 entries, then new ones.
Second line of a record: SENP6 block, HKDC1 inh, PfG6PD inh, SENP8 block-2, Apaf-1 inh, SENP8 block-1, SENP7 block, SENP1 inh
COc1ccc(S(=O)(=O)NCC(c2ccc3c(c2)OCO3)N2CCN(C)CC2)cc1OC (stereo not drawn)
  0, -7, -10, 11, 7, 12, -2, -1
CCc1ccc(N2CC(C(=O)N3CCN(c4ccccn4)CC3)CC2=O)cc1 (stereo not drawn)
  -8, -4, -8, -13, 0, -14, -9, 2
CCOC(=O)/C(=C/C=C1\Sc2ccccc2N1CC)C(C)=O
  13, -4, 37, -5, 8, -42, -2, -26
CN(C)Cc1c(C(=O)N/N=C/c2cccc3ccccc23)nnn1-c1nonc1N
  -22, -3, 4, 2, 3, -8, 2, 3
CCCC(=O)c1ccc(OCc2cn(CC(=O)c3ccc(O)cc3)nn2)cc1
  ., 25, -22, ., ., 25, ., 0
COc1ccc(NC(=O)CS(=O)CC(=O)NCC2OCCc3ccccc32)cc1 (stereo not drawn)
  -3, -6, 2, -2, 3, 7, 6, 2
Cc1cccc2nc(-c3ccco3)c(Nc3ccc4c(c3)OCCO4)n12
  0, -4, -6, -6, -2, -389, -2, -4
CCc1ccc(NC(=O)C(=O)c2cn(CC(=O)N3CCCCC3)c3ccccc23)cc1
  -5, -4, -2, -7, 1, 10, 3, 1
O=C(CN1C(=O)COc2ccc(S(=O)(=O)N3CCCC3)cc21)NC1CCCCCCC1
  -16, ., ., -9, 12, ., -8, .
O=C(NCc1ccccc1F)c1ccncc1
  -30, -5, -17, 5, 2, 16, 1, 0
O=C(O)CSCC(=O)NCc1csc2ccc(Cl)cc12
  -3, -2, -3, 1, -7, 17, -3, 3
COc1ccccc1NC(=O)CCCCC(=O)Nc1ccccc1OC
  5, -11, -1, -5, -2, 9, -1, 3
COCCn1c(SCC(=O)Nc2nc(C)c(Cl)cc2Cl)nc2ccccc21
  -32, 0, -5, -9, 14, 16, -6, 1
CCCn1c(=O)c2ccccc2n2c(SCc3c(C(=O)OCC)oc4ccccc34)nnc12
  8, -3, 13, 0, -2, 9, 6, 0
CCOC(=O)C1CCCN(CC(=O)Nc2nccs2)C1 (stereo not drawn)
  0, -9, -4, 11, 1, 2, -1, 0
CC(=O)c1c(N(C)C)ccnc1C(F)(F)F
  6, -4, 1, -5, 5, 14, 2, 0
CC1(C)CC[C@]2(C(=O)n3ccnc3)CC[C@]3(C)[C@H](C(=O)C=C4[C@@]5(C)C=C(C#N)C(=O)C(C)(C)[C@@H]5CC[C@]43C)[C@@H]2C1
  ., 48*, 50, ., ., 7, ., 2
COc1ccc(CCN(C)C(=O)CSc2nnnn2C)cc1OC
  4, -9, 2, 5, -3, -4, 6, -1
CSc1ccc(C(=O)C2CCCN(S(=O)(=O)N(C)C)C2)cc1 (stereo not drawn)
  4, -8, -2, 2, 2, 0, 10, 0
Fc1ccccc1N1CCN(c2cnc3ccccc3n2)CC1
  26, -3, -2, 10, 15, -79, 10, -2
O=C(C1=C[C@H](c2ccc3c(c2)OCO3)C[C@H](OCCCCO)O1)N1CCN(Cc2ccccc2)CC1
  -11, 1, -7, -14, 5, -18, -1, -2
COc1ccc(CCNC(=O)CSc2nnc3ccc(-c4cccnc4)nn23)cc1OC
  -13, 2, -2, -4, 8, 14, -10, 0
Cc1ccc(NC(=S)NC(NC(=O)c2ccco2)C(Cl)(Cl)Cl)cc1 (stereo not drawn)
  -2, 1, 13, -10, 18, 22, -7, -1
COc1ccc(S(=O)(=O)Nc2ccccc2C)cc1
  1, 1, 9, 4, 5, 6, 10, 4

(further entries)
Second line of a record: SENP6 block, HKDC1 inh, PfG6PD inh, SENP8 block-2, Apaf-1 inh, SENP8 block-1, SENP7 block, SENP1 inh
CCCCn1c(SCC(=O)N2CCCCC2)nc2cc(S(N)(=O)=O)ccc21
  1, -8, 35, -1, -7, 20, -7, 1
COc1ccc(C(=O)NCCc2ccccn2)cc1S(=O)(=O)Nc1ccc(Br)cc1
  2, 5, -5, 5, 1, 1, 1, 0
COc1ccc(C(=O)Nc2ccc(C3(C#N)CCCC3)cc2)cc1
  -20, -13, 8, -12, 0, 4, -7, -1
COC(=O)c1ccc(Oc2nc(NC(C)(C)C)nc(N3CCOCC3)n2)cc1
  -25, ., ., 2, -11, ., 0, .
COc1cc(F)c(C2=CC(=O)C[C@H](c3ccc(F)cc3)C2)cc1F
  -4, 1, 7, 0, 7, 8, 2, 3
CCOc1cc(/C=C2/SC(=S)N(C)C2=O)ccc1Oc1ccc([N+](=O)[O-])cc1[N+](=O)[O-]
  3, ., ., -4, 3, ., -4, .
O=[N+]([O-])c1cc2c(cc1[N+](=O)[O-])OCCOCCOCCOCCO2
  -8, -11, -1, -8, -7, 11, 2, 0

Four compounds picked at random from the list so far, as already listed:
Second line of a record: SENP6 block, HKDC1 inh, PfG6PD inh, SENP8 block-2, Apaf-1 inh, SENP8 block-1, SENP7 block, SENP1 inh
COc1ccc(C(=O)Nc2ccc(C3(C#N)CCCC3)cc2)cc1
  -20, -13, 8, -12, 0, 4, -7, -1
O=[N+]([O-])c1cc2c(cc1[N+](=O)[O-])OCCOCCOCCOCCO2
  -8, -11, -1, -8, -7, 11, 2, 0
CCOc1cc(/C=C2/SC(=S)N(C)C2=O)ccc1Oc1ccc([N+](=O)[O-])cc1[N+](=O)[O-]
  3, ., ., -4, 3, ., -4, .
COc1ccc(C(=O)NCCc2ccccn2)cc1S(=O)(=O)Nc1ccc(Br)cc1
  2, 5, -5, 5, 1, 1, 1, 0

Complete entries, quoted from the list:
O=C(Nc1ccc(Nc2ccccc2)cc1)c1cc([N+](=O)[O-])ccc1Cl is listed with SENP6 block = -16; HKDC1 inh = -1; PfG6PD inh = 20; SENP8 block-2 = 0; Apaf-1 inh = 17; SENP8 block-1 = 23; SENP7 block = 6; SENP1 inh = 1
COc1ccc(C(=O)Nc2ccc(C3(C#N)CCCC3)cc2)cc1 is listed with SENP6 block = -20; HKDC1 inh = -13; PfG6PD inh = 8; SENP8 block-2 = -12; Apaf-1 inh = 0; SENP8 block-1 = 4; SENP7 block = -7; SENP1 inh = -1
